# Bioassay records: PubChem BioAssay, The Scripps Research Institute Molecular Screening Center
# CHRM1 agonist = human M1 muscarinic receptor agonism | P11229 | CHO-K1 hM1, Fluo-8 calcium fluorescence, agonist mode; 0% DMSO, 100% acetylcholine EC100 | activation, % at 3 µM | hit rate 0.33% among 360,000;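 active = activation above the run's mean compound activation plus 3 SD, cut at about 16% in these data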;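 also: peak over basal fluorescence ratio within a 140 s kinetic read after compound addition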
# Target sequence (P11229 whole entry, looked up): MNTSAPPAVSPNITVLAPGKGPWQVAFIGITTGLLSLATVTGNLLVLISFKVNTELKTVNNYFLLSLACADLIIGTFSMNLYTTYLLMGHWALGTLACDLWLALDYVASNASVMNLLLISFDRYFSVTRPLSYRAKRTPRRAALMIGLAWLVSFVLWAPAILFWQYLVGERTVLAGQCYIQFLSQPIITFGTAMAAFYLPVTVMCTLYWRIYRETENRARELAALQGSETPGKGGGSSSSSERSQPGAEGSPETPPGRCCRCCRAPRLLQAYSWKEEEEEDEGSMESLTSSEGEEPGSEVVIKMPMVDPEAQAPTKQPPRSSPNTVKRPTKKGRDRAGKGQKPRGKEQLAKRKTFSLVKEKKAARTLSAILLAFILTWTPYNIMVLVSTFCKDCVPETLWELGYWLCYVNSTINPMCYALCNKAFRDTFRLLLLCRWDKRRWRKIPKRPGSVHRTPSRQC
# TAAR1 ag = agonists of human TAAR1 | Q96RJ0 | CHO RD-HGA16 TAAR1, Fluo-8 calcium fluorescence; vehicle wells 0%, saturating PEA agonist 100% | activation, % at 3 µM | hit rate 0.99% among 360,000;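 active = activation above the mean activation of all test compounds in the run plus 3 SD, cut at about 38% in these data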
# Target sequence (Q96RJ0 whole entry, looked up): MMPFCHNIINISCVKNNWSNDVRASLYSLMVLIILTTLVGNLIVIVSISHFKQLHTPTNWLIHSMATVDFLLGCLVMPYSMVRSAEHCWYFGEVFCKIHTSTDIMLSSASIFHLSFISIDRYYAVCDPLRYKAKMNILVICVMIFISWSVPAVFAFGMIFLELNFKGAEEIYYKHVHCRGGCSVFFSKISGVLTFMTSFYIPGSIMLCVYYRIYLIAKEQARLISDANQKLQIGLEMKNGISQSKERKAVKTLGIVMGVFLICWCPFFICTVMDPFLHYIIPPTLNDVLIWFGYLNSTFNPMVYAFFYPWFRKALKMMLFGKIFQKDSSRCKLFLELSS
#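 Test system: RD-HGA16 (CHO) cells co-expressing Gα16 and hTAAR1 | Doses: Single dose, 3 µM | Schedule: 17-24 h seeding, 75 min 37 °C dye, 30 min RT | Evaluation: % activation from peak over basal fluorescence ratio, DMSO-to-PEA scaled | Technique: Kinetic Fluo-8 calcium fluorescence | Benchmarks: Low control DMSO, high control PEA (EC100)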
# M1 antag = blocks human M1 muscarinic receptor. CHO-K1 hM1, Fluo-8 calcium fluorescence, ACh EC80 antagonist. inhibition, % at 3 µM. hit rate 1.3% among 360,000. AID 588852;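 active = percent inhibition above its own plate's cutoff, namely the mean of that plate's compound wells plus 3 SD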;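 also: peak over basal fluorescence ratio during 140 s after agonist addition; 0% = ACh EC80 plus DMSO and 100% = DMSO alone without agonist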
# CHO-K1 Ca PAM = M1 PAM counterscreen hit in parental CHO-K1 cells; hit rate 0.02% among 360,000; AID 602247; activation, % at 3 µM; ATP EC20, Fluo-8 calcium fluorescence; 0% at ATP EC20, 100% at ATP max;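 active = activation above the run cutoff, the mean activation of all test compounds plus 3 SD, cut at about 40% in these data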;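 also: peak over basal fluorescence ratio in a 140 s read after ATP addition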
# TAAR1 antag = antagonists of human TAAR1; hit rate 1.5% among 360,000; Q96RJ0; inhibition, % at 3 µM; AID 624466; CHO RD-HGA16 TAAR1, Fluo-8 calcium fluorescence, antagonist;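 active = inhibition above a per-plate cutoff, the mean inhibition of test compounds on that plate plus 3 SD, cut at about 49% in these data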;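 also: 0% = DMSO plus EC80 beta-PEA response and 100% = DMSO alone without agonist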
#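 System: CHO RD-HGA16 cells bearing hTAAR1. Reagent: EC80 β-phenethylamine stimulus. Schedule: seeding 17-24 h prior, 75-min 37 °C, 30-min RT dye loading. Signal: Fluo-8 intracellular calcium dye fluorescence, real-time kinetic reads. Read-out: % inhibition from peak post-agonist over basal fluorescence ratio. Benchmarks: vehicle wells and EC80 agonist wells. Replicates: n of 1.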
# CHO parental Ca = counter-screen for OX1R antagonists: effect in parental CHO cells | parental CHO-K1, ATP-induced calcium, Fluo-8 fluorescence | inhibition, % at 5.6 µM | hit rate 0.63% among 330,000;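 active = inhibition above that plate's mean sample inhibition plus 3 SD, cut at about 26% in these data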;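 also: 0% = ATP-challenged DMSO wells and 100% = DMSO wells without ATP; some compounds past the cut are filed as inactive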
#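 Assay system: untransfected parental CHO cell line. Also added: ATP agonist challenge. Dosing: one dose, 5.6 µM nominal. Measured by: Fluo-8 fluorescence. Read-out: % inhibition. Benchmarks: ATP wells versus no-ATP DMSO wells. Repeats: no replicates.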
# CHO-K1 Ca ag = counter-screen for M1 agonists: effect in parental CHO-K1 cells | Fluo-8 calcium fluorescence; scaled to maximal ATP response, vehicle zero | hit rate 0.48% among 360,000 | activation, % at 3 µM; in the data active = activation above about 15%;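 also: untransfected CHO-K1 host cells lacking M1 receptor as counterscreen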
# M1 PAM = potentiates human M1 receptor response to acetylcholine | AID 588819 | CHO-K1 hM1, Fluo-8 calcium fluorescence, ACh EC20; 0% = ACh EC20, 100% = maximal ACh | hit rate 0.088% among 360,000 | P11229 | activation, % at 3 µM; in the data active = activation above about 19%, passing the limit was not always enough
# CHO-K1 Ca antag = counter-screen for M1 antagonists: effect in parental CHO-K1 cells. ATP-induced calcium, Fluo-8 fluorescence. AID 602250. inhibition, % at 3 µM. hit rate 0.6% among 360,000;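 active = inhibition above a per-plate cutoff, the plate's mean sample inhibition plus 3 SD, cut at about 24% in these data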;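 also: 0% = DMSO plus EC80 ATP and 100% = DMSO alone without ATP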
# Numbers without * were called inactive; . = not tested or not shown.
SMILES,CHRM1 agonist,TAAR1 ag,M1 antag,CHO-K1 Ca PAM,TAAR1 antag,CHO parental Ca,CHO-K1 Ca ag,M1 PAM,CHO-K1 Ca antag
COc1ccc(/C=C/C(=O)Nc2ccc3c(c2)CCC3)cc1OC,2,3,-5,12,-4,-24,0.1,9,20
COCC(C)NC(=O)CSc1nnc(-c2cccc(S(=O)(=O)N3CCCCC3)c2)o1 (stereo not drawn),-1,4,5,-12,5,-14,0.4,7,-2
O=C(NC1CC1)c1ccc(Cl)c(S(=O)(=O)N2CCOCC2)c1,0,1,-6,6,-5,6,1.6,8,-15
O=C(OCc1cc(=O)n2cc(Br)ccc2n1)C1COc2ccccc2O1 (stereo not drawn),-2,15,-11,16,-7,-13,4.9,13,-10
CCOc1ccc(OCCSc2nc3ccccc3n2CC(=O)O)cc1,-4,4,15,-5,-13,-2,0.3,-6,-2
CC(=NNC(=S)N1CC2CCC(CC2)C1)c1cccc(C)n1,-6,3,-8,-12,-10,.,-0.6,12,2
CCOC(=O)c1[nH]c2ccccc2c1NC(=O)CN(C)C,-3,3,-30,20,-12,8,0.0,10,-13
COCC(=O)n1nc(-c2ccccc2)nc1NCc1ccccc1,-6,5,3,-9,-10,.,0.1,0,3
Nn1c(SCC(=O)NCc2ccccc2)nnc1C1CC1,-4,0,-4,11,-4,-5,0.0,5,-9
O=C(Nc1ccc(N2CCN(C(=O)c3ccccc3)CC2)cc1)c1ccc2c(c1)OCCO2,3,8,15,-13,12,-8,16*,-11,11
Cc1ccc(C(=O)COC(=O)c2nc3nccc(C)n3n2)c(C)c1,0,6,-9,-6,-25,-9,0.5,3,-7
CCn1c(SCC(=O)NC2CCS(=O)(=O)C2)nnc1-c1ccccc1 (stereo not drawn),-1,8,29,-10,-11,9,0.1,-8,-1
COC(=O)C1=NN(c2ccccc2OC)C2C(=O)N(c3ccccc3OC)C(=O)C12 (stereo not drawn),-2,1,-13,-11,-10,-7,-0.3,8,15
COc1ccnc(Oc2ccc(F)cc2)c1C(=O)N/C=N/OCc1ccccc1,0,10,5,16,10,-15,5.6,-7,3
O=C(Nc1ncccc1O)c1ccc2c(c1)OCCO2,-2,1,2,3,-6,2,0.9,1,1
Cc1nc2c(Cl)c(C)nn2c2c1CCC2,-5,1,7,7,-16,-1,1.1,0,-11
COc1ccc(-c2nn(-c3ccccc3)cc2C2CC(c3cccs3)=NN2C(=O)CCCC(=O)O)cc1 (stereo not drawn),-4,8,-2,32,1,4,2.0,-1,-15
COCc1cc(C)nc(OCC(=O)N/N=C/c2ccc(C)cc2)c1C#N,-2,2,-2,17,-10,0,11,3,-9
COc1ccc(S(=O)(=O)NCCc2c(C)nn(C)c2Oc2ccccc2)cc1,0,1,-3,0,10,-5,2.7,0,-2
COc1ccccc1CCNC(=O)CSc1ccc(-c2cccs2)nn1,-6,-1,5,14,5,-16,0.8,-2,4
CCN(CC)C(=O)C1=C(C)NC(=S)NC1c1cccs1 (stereo not drawn),-4,1,-6,8,-11,-9,0.2,5,-5
CSc1nc2ncc(-c3ccsc3)c(N)n2n1,-4,10,9,-5,-11,-1,-0.1,-7,6
O=C(N/N=C/c1ccc(O)c(O)c1)c1cc(-c2ccccc2)nc2ccccc12,-2,-2,-5,15,19,-23,8.5,8,2
COC(=O)c1ccccc1NC(=O)CSc1nc2cccnc2n1C,3,16,3,-11,-3,-24,5.0,4,-1
Cc1[nH]c2ccccc2c1/C=N/n1cnnc1,-3,8,-17,15,-1,-16,0.2,9,-9
COc1cccc(OC)c1OC(=O)c1ccccc1,-3,1,-10,2,-27,.,-0.2,7,4
CCCn1c(C)cs/c1=N\C(=S)Nc1ccccc1,-7,0,-5,16,-34,1,-0.3,10,-9
O=C(NCCc1ccc(Cl)cc1)c1cnccn1,-4,-1,1,12,-6,4,1.2,2,-12
Cc1ccc(S(=O)(=O)N(CC(=O)O)Cc2ccco2)cc1,-2,1,-5,13,-3,3,0.8,6,-8
O=C1C(O)=CC(=C(c2ccccc2)c2ccccc2)c2ccccc21,6,0,6,6,24,.,1.4,-7,-9
COc1ccc(-n2c(C)c(C(C)=O)c3cc(O)ccc32)cc1,-1,22,-18,18,24,.,1.0,0,-4
CN(C)CCCNC(=O)c1cc(C(=O)c2ccccc2F)c[nH]1,-6,-1,-18,-2,7,-12,0.7,7,6
COC(=O)[C@]12CCCCC=C1N(CCC1=CCCCC1)C(=O)[C@H](CC(=O)N1CCN(C(=O)c3ccco3)CC1)C2,.,8,.,4,37,.,6.5,.,-9
COc1ccc(NC(=O)Nc2ccccc2F)c(C)c1,-11,1,-10,17,3,0,0.6,10,-5
Cc1cc(C)n2nc(CC(=O)NNC(=O)COc3cccc(C)c3C)nc2n1,-3,0,6,-14,5,-2,-0.3,-3,-6
CC=CCn1c(SCc2ccccc2)nc2c1c(=O)[nH]c(=O)n2C,-7,-2,6,-9,11,.,0.2,-12,4
O=C(Cn1nnc(-c2ccc(S(=O)(=O)N3CCCC3)cc2)n1)NCC1CCCO1 (stereo not drawn),0,7,-8,5,23,0,1.0,-1,-16
CCOC(=O)c1c(C)[nH]c(C)c1C(=O)COC(=O)/C=C/c1ccc(OC(F)F)cc1,-7,6,3,-3,52*,-12,1.1,-5,2
Cc1c(NC(=O)COC(=O)c2cccc(F)c2)c(=O)n(-c2ccccc2)n1C,-6,0,-8,-13,3,.,-0.1,5,4
O=C(N/N=C/c1cn(-c2ccccc2)nc1-c1ccccc1)c1ccco1,-1,8,6,1,45,-14,3.2,-8,0
C=CCc1cc(Cl)ccc1OCCN(C)C,-7,18,25*,28,-12,-2,1.7,-19,-16
CCOc1ccc(N2CC(C(=O)N3CCCCC3)CC2=O)cc1 (stereo not drawn),-6,0,-3,4,-13,-6,0.5,6,-17
COc1ccc(C(=O)CC(=O)C(=O)Nc2cc(C)ccc2C)cc1,-7,5,-18,11,6,-29,2.5,5,-13
O=C(O)c1ccoc1CN1CCCCC1,-3,4,-4,19,4,-5,0.8,8,-8
Cc1ccc(-c2cc(C(=O)Nc3ccccc3C(N)=O)c3ccccc3n2)o1,2,23,2,-8,66*,-5,1.3,9,5
CC(=O)N1c2ccc(S(=O)(=O)NCC3CCC(C(=O)Nc4ccc(C)cn4)CC3)cc2CC1C (stereo not drawn),-3,3,4,13,9,-18,14,-8,-12
COc1cc(C(CCN2CCCC2)c2c(OC)cc(OC)c3c(-c4ccccc4)cc(=O)oc23)cc(OC)c1OC (stereo not drawn),-11,3,0,11,4,-19,0.6,-3,-4
COCC(=O)Nc1ccc2c(c1)[C@@H]1C[C@H](CC(=O)OC)O[C@H](CO)[C@@H]1O2,-3,7,-8,17,3,.,0.6,4,-11
CCCc1cc(C(=O)Nc2cccc(C(C)=O)c2)no1,-6,-1,18,-9,-9,-5,1.8,-15,21
CCN(c1ccccc1)S(=O)(=O)c1ccc(Cl)c(C(=O)OCC(=O)c2[nH]c(C)c(C(C)=O)c2C)c1,-8,0,23,11,63*,-15,4.7,-20,5
# (more compounds)
SMILES,CHRM1 agonist,TAAR1 ag,M1 antag,CHO-K1 Ca PAM,TAAR1 antag,CHO parental Ca,CHO-K1 Ca ag,M1 PAM,CHO-K1 Ca antag
COC(=O)c1ccc(Nc2cc(C)nc3ccc(C)cc23)cc1,-8,-1,-2,8,-21,-9,1.1,1,-10
Cc1oc(-c2cccc(F)c2)nc1CN1CCCCC1CCn1cccn1 (stereo not drawn),-11,7,1,18,-27,-22,1.1,-3,-3
CC(C)CCn1c(N2CCc3ccccc3C2)nc2c1c(=O)[nH]c(=O)n2C,-4,0,6,-4,-27,-14,0.3,-5,5
Cc1ccccc1CC(=O)Nc1ccon1,-2,6,-10,1,-6,5,0.3,10,3
COc1cc(/C=C2/SC(=S)N(c3c(C)n(C)n(-c4ccccc4)c3=O)C2=O)ccc1O,-5,37,3,-9,27,-4,11,-8,18
CC1Cc2cc(S(=O)(=O)N3CCN(c4ccc(Cl)cc4)CC3)ccc2N1C(=O)C1CC1 (stereo not drawn),-1,2,2,4,-27,-8,2.7,-4,-19
C=CCn1c(CC(=O)OC)csc1=Nc1ccc(C(C)=O)cc1,1,0,-7,10,3,-12,2.5,0,-15
COc1cc(N)c(Cl)cc1C(=O)OCC(=O)N(C)C1CCCCC1,-3,14,-7,13,-1,-3,1.6,7,-16
O=C(CC(NC(=O)c1ccccc1)c1ccccc1)Nc1cccc2ccccc12 (stereo not drawn),-5,2,-7,25,6,-11,1.1,5,-10
O=C(Nc1ccc(Cl)c(Cl)c1)Nc1nnc(CSc2ccccc2)s1,-4,2,-3,10,-8,-6,0.2,6,-5
CC(=O)c1cnc2c(-c3cccc(Br)c3)cnn2c1C,-7,4,3,2,-10,-3,0.2,2,0
O=C(Cc1ccccc1)NC1CCS(=O)(=O)C1 (stereo not drawn),-4,3,-14,18,0,-3,0.6,10,-8
CC(OC(=O)CCCNC(=O)c1ccc(Cl)cc1)C(=O)N(C)Cc1ccccc1 (stereo not drawn),-4,3,-7,-19,-14,-13,1.1,5,-4
Cc1nnc(NC(=O)Cn2nc(C)c3ccccc3c2=O)s1,-4,6,-6,5,6,-1,0.3,13,4
Cc1ccc(S(=O)(=O)N[C@@H](C)C(=O)N2CCC(C(=O)N[C@@H](Cc3ccccc3)C(=O)O)CC2)cc1,-3,4,-8,-13,-16,17,0.3,5,14
COCCn1c(SCC(=O)NC2CCCCC2C)nnc1-c1ccncc1 (stereo not drawn),-2,7,0,-3,0,-15,-0.3,0,-4
Cc1cc(C)n2nc(SCC(=O)Nc3ccc(F)cc3)nc2n1,1,2,-15,1,0,-18,0.3,9,1
COCc1cccc(-c2csc(C(C)(O)c3cccc(F)c3)n2)c1 (stereo not drawn),-4,3,21,3,21,.,0.9,-18,2
CCn1nccc1C(=O)Nc1ccccc1OC,-2,0,-15,20,-12,-6,0.8,8,-8
Cc1ccc(S(=O)(=O)NCCC(=O)NC2CCC(C)CC2)cc1 (stereo not drawn),-4,-1,2,-2,-8,-19,-0.2,1,-9

# Record cards, from the list above. Order of values: CHRM1 agonist | TAAR1 ag | M1 antag | CHO-K1 Ca PAM | TAAR1 antag | CHO parental Ca | CHO-K1 Ca ag | M1 PAM | CHO-K1 Ca antag
# Cc1ccc(S(=O)(=O)NCCC(=O)NC2CCC(C)CC2)cc1 (stereo not drawn) is listed with -4 | -1 | 2 | -2 | -8 | -19 | -0.2 | 1 | -9
# Cc1ccc(S(=O)(=O)N[C@@H](C)C(=O)N2CCC(C(=O)N[C@@H](Cc3ccccc3)C(=O)O)CC2)cc1 is listed with -3 | 4 | -8 | -13 | -16 | 17 | 0.3 | 5 | 14
# O=C(Cc1ccccc1)NC1CCS(=O)(=O)C1 (stereo not drawn) is listed with -4 | 3 | -14 | 18 | 0 | -3 | 0.6 | 10 | -8
